Screens deposited in PubChem by Sanford-Burnham Center for Chemical Genomics.
Apaf1 inhib: inhibitors of human Apaf-1 apoptosome; O14727; hit rate 0.71% among 330,000; reconstituted apoptosome caspase-3 activity, DEVD-Rh110 fluorescence; inhibition, % at 20 µM; active = inhibition of at least 40% at 20 µM;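 also: plate controls were DMSO wells for no effect and DEVD-CHO caspase inhibitor wells for full effect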
Target sequence (O14727 whole entry, looked up): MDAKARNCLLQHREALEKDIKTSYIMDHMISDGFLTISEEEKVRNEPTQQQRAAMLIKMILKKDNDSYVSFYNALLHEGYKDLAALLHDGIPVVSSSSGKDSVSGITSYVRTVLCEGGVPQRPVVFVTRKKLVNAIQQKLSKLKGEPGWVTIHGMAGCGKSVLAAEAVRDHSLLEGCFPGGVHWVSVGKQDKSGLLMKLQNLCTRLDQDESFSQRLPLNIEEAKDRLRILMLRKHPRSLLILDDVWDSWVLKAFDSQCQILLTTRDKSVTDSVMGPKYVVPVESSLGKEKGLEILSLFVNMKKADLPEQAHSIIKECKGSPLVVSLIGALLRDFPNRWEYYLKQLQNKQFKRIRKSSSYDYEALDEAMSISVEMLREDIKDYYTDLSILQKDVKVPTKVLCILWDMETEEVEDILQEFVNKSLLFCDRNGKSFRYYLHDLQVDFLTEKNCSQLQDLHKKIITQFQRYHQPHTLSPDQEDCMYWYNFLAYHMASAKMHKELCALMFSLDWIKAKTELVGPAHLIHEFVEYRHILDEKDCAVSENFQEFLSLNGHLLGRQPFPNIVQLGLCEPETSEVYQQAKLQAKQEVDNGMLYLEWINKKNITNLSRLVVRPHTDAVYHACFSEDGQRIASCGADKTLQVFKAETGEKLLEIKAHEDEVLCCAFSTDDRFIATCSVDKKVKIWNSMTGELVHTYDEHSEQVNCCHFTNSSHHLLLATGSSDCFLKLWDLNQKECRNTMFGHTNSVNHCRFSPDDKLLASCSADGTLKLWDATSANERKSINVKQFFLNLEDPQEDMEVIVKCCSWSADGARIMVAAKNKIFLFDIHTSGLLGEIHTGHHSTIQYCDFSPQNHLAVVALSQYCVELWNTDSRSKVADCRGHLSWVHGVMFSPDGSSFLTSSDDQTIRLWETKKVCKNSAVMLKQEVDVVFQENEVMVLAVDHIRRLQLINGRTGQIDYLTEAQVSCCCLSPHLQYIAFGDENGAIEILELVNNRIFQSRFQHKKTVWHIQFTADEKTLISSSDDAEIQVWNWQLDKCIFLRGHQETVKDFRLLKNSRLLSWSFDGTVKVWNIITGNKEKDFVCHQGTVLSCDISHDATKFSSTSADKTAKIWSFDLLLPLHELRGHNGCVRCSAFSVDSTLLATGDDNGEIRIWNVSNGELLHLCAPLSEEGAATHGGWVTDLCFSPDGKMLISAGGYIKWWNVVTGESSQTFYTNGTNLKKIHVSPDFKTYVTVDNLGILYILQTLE
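System – cell-free apoptosome with Apaf-1, procaspase-3 and caspase-9 · Buffer or medium – pH 7.5 Hepes buffer with CHAPS, BSA, DTT · Also added – cytochrome c with DEVD-Rh110 · Times – 30 min compound preincubation, 50 min activation, room temperature · Technique – Rh110 fluorescence intensity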
tim10-1 inh: tim10-1 yeast growth inhibition; inhibition, % at 20 µM; hit rate 2.2% among 330,000; S. cerevisiae tim10-1 ts strain growth, BacTiter-Glo, 24 h;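 active = inhibition of at least 40%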;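 also: mutant grown at 25 °C; 0% = DMSO wells with yeast and 100% = wells holding no yeast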
hIAP activ: increases human intestinal alkaline phosphatase activity; P09923; purified human IAP, CDP-Star luminescence, 30 min; active compounds read high; 1 = vehicle-only enzyme, 0 = enzyme-free background; activation factor at 10 µM; hit rate 0.16% among 330,000;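 active = activation factor of the enzyme at least 2-fold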; also: the source names both 10 and 20 µM as test concentration; values of inactives mirror those of a sister screen read the other way
mIAP activ: mouse IAP activation; muIAP, CDP-Star luminescence, 30 min; active compounds read high; 1 = vehicle-only enzyme signal, 0 = enzyme-free wells; activation factor at 10 µM; hit rate 0.24% among 330,000;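 active = activation factor of at least 2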; also: the source names both 10 and 20 µM as test concentration; values of inactives mirror those of a sister screen read the other way
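also added = chemiluminescent substrate CDP-Star | test system = mouse IAP enzyme | signal = chemiluminescence readout | compound = DMSO-dissolved test compounds | incubation = 30 min at room temperature | benchmarks = DMSO wells, no-enzyme wells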
mIAP block: blocks mouse intestinal alkaline phosphatase. purified mouse IAP, CDP-Star luminescence, 30 min. inhibition, % at 10 µM. hit rate 0.2% among 330,000. AID 2806;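 active = inhibition of at least 40% at 10 µM in the primary screen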;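 also: plate controls were DMSO with enzyme for no effect and no enzyme wells for full effect; values of inactives mirror those of a sister screen read the other way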
ATG4B inh: inhibitors of human ATG4B cysteine protease | Q9Y4P1 | ATG4B cleavage of LC3-PLA2, NBD-HPC fluorescence, 1 h | inhibition, % at 8.33 µM | hit rate 0.51% among 340,000 | AID 504462; in the data active = inhibition above about 40%
hIAP block: human IAP inhibition. AID 2544. hit rate 0.12% among 330,000. purified IAP, CDP-Star luminescence, 30 min. inhibition, % at 10 µM. P09923;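 active = inhibition reaching a set limit with compound at 10 µM in the primary screen, cut at about 35% in these data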;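 also: plate controls were DMSO wells with enzyme for no effect and no-enzyme buffer wells for full effect; values of inactives mirror those of a sister screen read the other way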
NALP3 yeast inh: NALP3 inhibition in yeast. inhibition, % at 10 µM. hit rate 0.39% among 330,000. Yeast reconstituted NLRP3/ASC/caspase-1, beta-gal luminescence, 24 h;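 active = inhibition of 50% or more; inactive = inhibition below 50%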;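 also: plate controls were induced DMSO wells for no effect and uninduced yeast grown without galactose for full effect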
TIM10 inh: inhibits growth of TIM10 yeast strain; hit rate 1.4% among 330,000; inhibition, % at 10 µM; AID 463195; S. cerevisiae TIM10 strain growth, BacTiter-Glo luminescence, 24 h;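 active = inhibition of 40% or more at the single tested concentration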;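 also: wild-type TIM10 isogenic control strain grown at permissive 25 °C; 0% = DMSO yeast wells and 100% = minimal medium wells without yeast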
* = called active by the depositor.

The line under a structure holds: Apaf1 inhib | tim10-1 inh | hIAP activ | mIAP activ | mIAP block | ATG4B inh | hIAP block | NALP3 yeast inh | TIM10 inh
[1] NC(=O)c1ncn([C@@H]2O[C@H](CO)[C@@H](O)[C@H]2O)c1O
    -6 | 5 | 0.98 | 0.96 | 4 | 1 | 2 | 0 | -1
[2] COc1ccc(OC)c(NC(=O)c2ccccc2SC)c1
    -15 | 20 | 0.97 | 0.9 | 10 | 3 | 3 | 33 | 8
[3] O=C(Nc1nccs1)c1ccc(S(=O)(=O)c2ccccc2)cc1
    5 | 7 | 0.95 | 1.1 | -8 | -15 | 5 | -5 | 4
[4] COC(=O)c1cc2ccsc2n1Cc1cccc(F)c1
    5 | -2 | 0.92 | 1 | -2 | 9 | 8 | -2 | -8
[5] O=c1c(-c2cnn(-c3ccccc3)c2)coc2cc(O)ccc12
    9 | -8 | 1 | 0.98 | 2 | -6 | -4 | 49 | 7
[6] O=C(c1ccc(C#CC2(O)CCCCC2)cc1)N1CCN(Cc2ccccc2)CC1
    20 | 28 | 1.1 | 0.96 | 4 | -9 | -14 | 6 | 26
[7] Cc1cc(C)c2c(N=NN(C)C)[nH]nc2n1
    2 | 2 | 0.98 | 1 | 0 | -3 | 2 | 7 | -2
[8] C/C(=N\NC(=O)c1c(Br)c(C)nn1C)c1cccc(NC(=O)c2ccccc2C)c1
    13 | 13 | 1.1 | 1.1 | -7 | -1 | -12 | 8 | 7
[9] Nc1c(Cl)cc(-c2csc(NCCc3nc4cc(Cl)c(Cl)cc4n3CCCO)n2)cc1Cl
    9 | 5 | 0.95 | 0.89 | 11 | -7 | 5 | 20 | -10
[10] O=C(COc1ccc(Cl)cc1)NCc1nnc(SCC(=O)NC2CCCC2)o1
    -8 | 11 | 1 | 0.9 | 10 | 3 | 0 | -5 | -14

Molecules from the list above containing a Cl atom, in the order listed:
The line under a structure holds: Apaf1 inhib | tim10-1 inh | hIAP activ | mIAP activ | mIAP block | ATG4B inh | hIAP block | NALP3 yeast inh | TIM10 inh
[9] Nc1c(Cl)cc(-c2csc(NCCc3nc4cc(Cl)c(Cl)cc4n3CCCO)n2)cc1Cl
    9 | 5 | 0.95 | 0.89 | 11 | -7 | 5 | 20 | -10
[10] O=C(COc1ccc(Cl)cc1)NCc1nnc(SCC(=O)NC2CCCC2)o1
    -8 | 11 | 1 | 0.9 | 10 | 3 | 0 | -5 | -14

Going on with the list:
The line under a structure holds: Apaf1 inhib | tim10-1 inh | hIAP activ | mIAP activ | mIAP block | ATG4B inh | hIAP block | NALP3 yeast inh | TIM10 inh
[11] COc1cccc(-c2ccc3ncnc(NCc4cccnc4)c3c2)c1
    10 | 12 | 1.1 | 1.1 | -8 | -7 | -6 | 10 | 6
[12] CCOc1cc(/C=N/NC(=O)CNc2ccc(C)cc2)ccc1OC(=O)c1ccccc1
    12 | 11 | 1.2 | 1 | -3 | -2 | -22 | 4 | 11
[13] CCCc1nnc(NC(=O)CCC(=O)NCCc2ccc(OC)c(OC)c2)s1
    -10 | 0 | 1 | 1 | -4 | -8 | -2 | -3 | 10
[14] COc1cc(OC)cc(C(=O)N2CCC(C(=O)c3ccc(F)cc3)CC2)c1
    1 | 21 | 0.96 | 1.1 | -6 | -11 | 4 | 6 | 12
[15] CCC(=O)Nc1ccc(/C(C)=N\NS(=O)(=O)c2ccc(C)cc2)cc1
    4 | 6 | 1.3 | 0.98 | 2 | -7 | -27 | 10 | 6
[16] CCN(CC)S(=O)(=O)c1ccc(NC(=S)Nc2ccccc2)cc1
    -1 | 25 | 1.1 | 0.94 | 6 | -4 | -12 | 11 | -8
[17] COc1ccc(S(=O)(=O)N2CCN(CC(=O)c3ccc(O)c(O)c3)CC2)cc1
    1 | 18 | 0.61 | 0.71 | 29 | -9 | 39* | 9 | 1
[18] COc1ccc(NC2=CC(=O)CC(C)(C)C2)cc1
    3 | 12 | 1 | 1 | 0 | -4 | -4 | 5 | 17
[19] COc1ccc(-c2oc(=O)c3cc(OC)c(OC)cc3c2C#CCCCO)cc1
    -10 | 18 | 1 | 0.94 | 6 | -20 | -1 | 6 | 6
[20] COc1ccccc1C(=O)COC(=O)c1cc(=O)[nH]c2ccccc12
    0 | 13 | 0.92 | 0.99 | 1 | 2 | 8 | 6 | 2

hIAP block: hit marks shown above.
No. | SMILES | hIAP activ | mIAP activ | mIAP block | ATG4B inh | hIAP block | NALP3 yeast inh | TIM10 inh
17 | COc1ccc(S(=O)(=O)N2CCN(CC(=O)c3ccc(O)c(O)c3)CC2)cc1 | 0.61 | 0.71 | 29 | -9 | 39* | 9 | 1

Carrying on:
The line under a structure holds: Apaf1 inhib | tim10-1 inh | hIAP activ | mIAP activ | mIAP block | ATG4B inh | hIAP block | NALP3 yeast inh | TIM10 inh
[21] S=c1[nH]c(-c2ccccc2)cn1/N=C/c1ccncc1
    -11 | 13 | 0.93 | 0.96 | 4 | 3 | 7 | 6 | -20
[22] O=C(Nc1ccc(F)cc1)c1cccnn1
    1 | 5 | 0.96 | 1 | 0 | 1 | 4 | 16 | 7
[23] O=C(COc1ccccc1F)NCC(c1ccc(F)cc1)N1CCOCC1 (centres undefined)
    19 | 28 | 1.3 | 1 | -4 | 0 | -28 | 22 | -1
[24] COc1ccc(N2C(=O)CC(N3CCC(O)(c4ccc(Cl)cc4)CC3)C2=O)cc1 (centres undefined)
    1 | 37 | 0.91 | 0.99 | 0 | -4 | 9 | 6 | 7
[25] CCOc1ccc(NC(=O)CN2CCN(Cc3c(F)cccc3F)CC2)cc1
    8 | 32 | 1.2 | 1 | -3 | -4 | -20 | 16 | 11
[26] O=C(c1cc(-c2cccc(Cl)c2)nc2ccccc12)N1CCN(c2ccccn2)CC1
    27 | 34 | 1 | 0.89 | 11 | -4 | -3 | 12 | 25
[27] Cc1cc(C)nc(NC(N)=NC2CCCCC2)n1
    -1 | 4 | 1 | 0.98 | 2 | 7 | -1 | 7 | -2
[28] Cc1ccc(C(C)n2cc(C(=O)NCc3cccnc3)nn2)cc1 (centres undefined)
    -2 | -12 | 0.99 | 1 | -1 | 1 | 1 | 12 | -8
[29] N#Cc1cnc(Nc2nc3ccccc3o2)nc1-c1ccccc1
    8 | 24 | 1.3 | 0.94 | 6 | -13 | -29 | 13 | 11
[30] COc1ccc(-c2csc(NC(=O)c3cc(-c4cccs4)nc4ccccc34)n2)c(OC)c1
    14 | 19 | 0.9 | 0.88 | 12 | 34 | 10 | 9 | 25
[31] Cc1nc(CSc2nnc(N)s2)cs1
    -17 | -5 | 1.1 | 1 | 0 | -2 | -6 | -1 | -8
[32] COc1ccc2c(c1)CC(C1(O)C(=O)Nc3ccccc31)C2=O (centres undefined)
    -3 | 15 | 0.86 | 0.93 | 7 | -7 | 14 | 3 | 22
[33] COc1ccccc1N=Cc1c(C)c(C#N)c2[nH]c3ccccc3n2c1=O
    -12 | 2 | 0.77 | 0.9 | 10 | 4 | 23 | 13 | 6
[34] CCn1c(=O)c(C(=O)Nc2ccccc2F)c(O)c2ccccc21
    3 | -1 | 1.1 | 0.99 | 1 | 1 | -7 | 16 | -14
[35] OCC[C@@H]1C[C@H](O)[C@@H](O)[C@]2(OCCc3ccccc32)O1
    -9 | -1 | 0.93 | 0.96 | 4 | -2 | 7 | 11 | 4
[36] CCCn1c(-c2ccc(OC)cc2)nc2nc3ccccc3nc21
    11 | 28 | 1 | 0.94 | 6 | -7 | -2 | 36 | 9
[37] COc1ccc(-n2nnnc2-c2cnc3cc4c(cc3c2C)OCO4)cc1
    13 | 38 | 1 | 1 | 0 | -9 | -2 | 0 | 14
[38] NC12NC(=O)C3(O)C4C5CC(C6C5C3C61)C42 (centres undefined)
    -4 | 12 | 1.2 | 1.1 | -15 | -10 | -18 | -1 | -13
[39] Cc1cccc(C(=O)N/N=C/c2cc(Br)c(Br)o2)c1
    14 | 41* | 0.99 | 0.91 | 9 | 9 | 1 | 12 | 45*
[40] CCOCCn1c(N2CCN(c3ccccc3)CC2)nc2c1c(=O)[nH]c(=O)n2C
    1 | 5 | 1.1 | 1 | -4 | -2 | -12 | 6 | 11

Reformatted: results already given.
(38) NC12NC(=O)C3(O)C4C5CC(C6C5C3C61)C42 (centres undefined)
(40) CCOCCn1c(N2CCN(c3ccccc3)CC2)nc2c1c(=O)[nH]c(=O)n2C
(39) Cc1cccc(C(=O)N/N=C/c2cc(Br)c(Br)o2)c1
entry no.	38	40	39
Apaf1 inhib	-4	1	14
tim10-1 inh	12	5	41*
hIAP activ	1.2	1.1	0.99
mIAP activ	1.1	1	0.91
mIAP block	-15	-4	9
ATG4B inh	-10	-2	9
hIAP block	-18	-12	1
NALP3 yeast inh	-1	6	12
TIM10 inh	-13	11	45*

More compounds.
The line under a structure holds: Apaf1 inhib | tim10-1 inh | hIAP activ | mIAP activ | mIAP block | ATG4B inh | hIAP block | NALP3 yeast inh | TIM10 inh
[41] COc1ccc(S(=O)(=O)N(C)C[C@@H]2Oc3ccc(NS(=O)(=O)c4cn(C)cn4)cc3C(=O)N([C@@H](C)CO)C[C@@H]2C)cc1
    5 | -5 | 0.9 | 1.1 | -10 | -6 | 10 | -1 | 3
[42] COc1ccc(Nc2nnc(SCC(=O)NC(=O)Nc3ccc4c(c3)OCCO4)s2)cc1
    -24 | -3 | 1 | 1 | -1 | -3 | -4 | -3 | -39
[43] Brc1ccc(-c2nn3c(Cc4ccccc4)nnc3s2)o1
    4 | 42* | 1.1 | 1.1 | -9 | -8 | -6 | 23 | 23
[44] O=C(N/C(=C\c1ccc(Br)cc1)C(=O)N1CCCC1)c1cccs1
    6 | 33 | 1 | 0.95 | 5 | -1 | -2 | 3 | 30
[45] COC(=O)CSC(C(=O)Nc1ccc(C)c(C)c1)c1ccccc1 (centres undefined)
    -7 | 21 | 0.92 | 1.1 | -8 | 3 | 8 | 16 | 19
[46] CCOc1ccccc1CN1CCNC(=O)C1CC(=O)NC1CCCCCCC1 (centres undefined)
    11 | 16 | 1.3 | 1 | 0 | 0 | -26 | -10 | 8
[47] O=C(Nc1ccc(N2CCOCC2)cc1)C1CCCCN1S(=O)(=O)c1ccccc1 (centres undefined)
    -13 | 13 | 1.1 | 1 | -2 | -5 | -9 | 2 | -16
[48] CCOc1ccc(C(=O)Cc2cc3cccc(OC)c3oc2=O)cc1
    -1 | -15 | 0.97 | 1 | -3 | 6 | 3 | 6 | 6
[49] C=C(C)C(=O)N1CC2(CC(c3cccc(NC(=O)COc4ccc(Cl)cc4)c3)=NO2)C[C@@H]1C(N)=O (some centres undefined)
    -2 | -5 | 0.93 | 1.1 | -11 | -18 | 7 | 14 | 3
[50] O=C(Nc1ccccn1)NC12CC3CC(CC(C3)C1)C2
    21 | 29 | 0.76 | 0.96 | 4 | 2 | 24 | 26 | 8
[51] CC(=O)c1c(COC(=O)c2cccnc2)nc2ccccc2[n+]1[O-]
    -4 | 7 | 1.1 | 1.1 | -11 | 2 | -14 | 8 | -1
[52] CCc1cc2cc3c(cc2nc1SCC(=O)Nc1nccs1)OCO3
    -11 | 3 | 1.2 | 1 | -4 | -5 | -19 | -10 | -24
[53] CCCCN(C(=O)c1c(CC)noc1C)c1c(N)n(CCC)c(=O)[nH]c1=O
    -2 | -15 | 1.1 | 1 | 0 | -7 | -6 | 9 | -6
[54] C=CCNC(=O)C1CC2Cn3c(nc4cc5ccccc5cc43)C2N1C (centres undefined)
    32 | -25 | 1 | 1 | -4 | -12 | 0 | 4 | -1
[55] COc1ccccc1C1CC(c2ccc(Cl)cc2)Nc2ncnn21 (centres undefined)
    0 | 22 | 1.8 | 1 | -2 | 4 | -81 | 11 | 1
[56] COc1ccc(COC(=O)Nc2c(SC)nsc2SC)cc1
    -2 | 3 | 0.98 | 0.82 | 18 | 2 | 2 | 23 | 9
